Assay outcomes as filed in PubChem.
Rtt109 HAT inh = blocks Candida albicans Rtt109/Vps75 acetyltransferase activity; Q5AAJ8; purified Rtt109/Vps75, ThioGlo CoA-SH fluorescence, 4 h; inhibition, % at 34.9 µM; 330,000 compounds, 0.16% hits; AID 540336;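 active means inhibition of at least 50% in every replicate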
Target sequence (Q5AAJ8 whole entry, looked up): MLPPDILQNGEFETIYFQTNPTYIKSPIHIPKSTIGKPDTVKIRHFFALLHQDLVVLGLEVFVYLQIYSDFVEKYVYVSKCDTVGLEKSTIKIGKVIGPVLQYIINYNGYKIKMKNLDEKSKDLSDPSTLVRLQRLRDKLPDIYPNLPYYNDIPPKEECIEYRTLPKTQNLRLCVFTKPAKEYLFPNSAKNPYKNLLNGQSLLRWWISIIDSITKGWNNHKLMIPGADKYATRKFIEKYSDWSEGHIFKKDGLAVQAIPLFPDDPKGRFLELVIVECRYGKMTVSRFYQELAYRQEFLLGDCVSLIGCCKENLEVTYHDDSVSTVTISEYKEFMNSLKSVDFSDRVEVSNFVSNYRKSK
SR-BI uptake up = activators of SR-BI mediated HDL lipid uptake; CHO ldlA[mSR-BI] cells, DiI-HDL uptake fluorescence, 3 h; 100 = double the neutral-control signal; activation, % at 12.5 µM; 320,000 compounds, 0.096% hits; AID 504775;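 active means mean replicate activation of at least 60% and every replicate at or above 60%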;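 further: 0% = median plate neutral-control signal and 100% = twice that signal; values of inactives mirror those of a sister screen read the other way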
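Test system: SR-BI-overexpressing, LDLR-lacking CHO cells; Medium: Ham's F12 with 0.5% BSA, HEPES 25 mM, pH 7.4; Schedule: 3 h, 37 °C; Technique: bottom-read fluorescence, 550/595 nm.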
DAGLB inh = blocks human DAGLB lipase activity | HEK293T DAGLB membrane lysate, EnzChek fluorogenic substrate | AID 504411 | 340,000 compounds, 0.059% hits | inhibition, % at 5.17 µM | Q8NCG7; in the data active means inhibition above about 34%;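 further: 0% = enzyme with vehicle and 100% = wells lacking enzyme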
CAL PDZ FP-1 = inhibitors of human CAL PDZ peptide binding. Q9HD26. purified CAL PDZ, TMR-peptide fluorescence polarization, 1 h. inhibition, % at 20 µM. 330,000 compounds, 0.02% hits. AID 504414;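 active means highest replicate inhibition of at least 40%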;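 further: plate controls were DMSO neutral control wells for no effect and unlabeled competitor peptide control wells for full effect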
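Test system: purified CerCALP PDZ construct; Compound dosing: one concentration, 20 µM compound; Also added: TMR-labelled reporter peptide T*-PRC34 bound in PDZ groove; Read-out: inhibition from polarization loss; Controls: unlabelled peptide and DMSO controls; Signal: FP readout, S and P plane fluorescence; Incubation: 1 h at RT.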
Cardiac RTF inh = cardiac RTF calcium desensitization; IANBD-labeled cardiac RTF, Ca2+ fluorescence; inhibition, % at 7.15 µM; 340,000 compounds, 0.12% hits;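 active means inhibition above the mean inhibition of all tested compounds plus 3 SD, cut at about 17% in these data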;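 further: assay run at fixed EC70 calcium of 1.6 mM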
LANA DNA inh = blocks KSHV LANA C-terminal domain binding to DNA; MBP-C-LANA/FAM-LBS DNA binding, fluorescence polarization; inhibition, % at 9 µM; 340,000 compounds, 0.078% hits; AID 504423;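 active means highest replicate inhibition at or above 60% at 9 µM, even if other replicates fall short; inactive means all replicates below 60% inhibition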;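 further: 0% = neutral control wells and 100% = 4 µM acridine orange control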
cardiac RTF act = increases calcium sensitivity of human cardiac regulated thin filaments; P19429+P45379; IANBD-labeled TnC RTF fluorescence at EC20 calcium; 0% EC20 calcium, 100% full calcium; activation, % at 7.2 µM; 340,000 compounds, 0.24% hits; AID 493008;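 active means activation above the mean over all tested compounds plus 3 SD, cut at about 30% in these data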;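 further: rise in fluorescence read as greater calcium sensitivity of cardiac thin filaments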
CAL PDZ FP-2 = inhibitors of human CAL PDZ peptide binding; Q9HD26; purified CAL PDZ, TMR-peptide fluorescence polarization, 1 h; inhibition, % at 24.9 µM; 300,000 compounds, 0.92% hits; AID 602252;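 active means mean inhibition of at least 30% with at least half of replicates also reaching 30%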;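 further: 0% = DMSO neutral control and 100% = excess unlabeled competitor peptide PRC23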
Keap1-Nrf2 PPI = disrupts human Keap1 binding to Nrf2 peptide; Keap1 Kelch-Nrf2 peptide fluorescence polarization, 1536-well; 340,000 compounds, 0.15% hits; inhibition, % at 9.4 µM; in the data active means inhibition above about 12%;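 further: human Keap1 Kelch domain with fluorescein labeled Nrf2 9mer peptide probe; 0% = neutral control wells and 100% = peptide positive control; higher means more block of Keap1 binding to Nrf2 peptide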
PKA-R2B activ = activates the human PKA-R2B holoenzyme complex; 340,000 compounds, 0.079% hits; PKA-R2B holoenzyme dissociation, Cy5-IP20 fluorescence polarization; R2B truncated from residue 108, S112A mutant; 0% DMSO only, 100% 113 µM cGMP; activation, % at 11.4 µM; AID 504700; P22694+P31323;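 active means activation above a cutoff set at the mean over all compounds plus 3 SD, cut at about 18% in these data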;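 further: higher means more holoenzyme dissociation and a rise in polarization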
Target sequence (P31323 whole entry, looked up, other chains not shown, the tested form may be a part): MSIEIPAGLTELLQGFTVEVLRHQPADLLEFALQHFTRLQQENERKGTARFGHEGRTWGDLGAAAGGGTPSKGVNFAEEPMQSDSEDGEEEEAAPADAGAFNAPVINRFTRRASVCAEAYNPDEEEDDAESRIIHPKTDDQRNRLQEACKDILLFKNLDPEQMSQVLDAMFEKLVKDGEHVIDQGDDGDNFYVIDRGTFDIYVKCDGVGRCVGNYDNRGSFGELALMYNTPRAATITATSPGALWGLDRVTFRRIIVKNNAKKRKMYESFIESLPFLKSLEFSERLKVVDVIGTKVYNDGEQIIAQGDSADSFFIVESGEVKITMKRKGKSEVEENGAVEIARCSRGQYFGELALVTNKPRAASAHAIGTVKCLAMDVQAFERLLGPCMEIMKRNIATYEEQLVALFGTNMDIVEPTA
Starred values were filed as active, the others as inactive; · = no result given.

Structure | Rtt109 HAT inh | SR-BI uptake up | DAGLB inh | CAL PDZ FP-1 | Cardiac RTF inh | LANA DNA inh | cardiac RTF act | CAL PDZ FP-2 | Keap1-Nrf2 PPI | PKA-R2B activ
Cc1ccc(NC(=O)OCCNC(=O)OC(C)C)cc1 | -9 | 3 | 2 | 0.4 | -10 | -1.3 | -2 | 38* | -5 | 7
COc1ccc(S(=O)(=O)N2CCSCC2)cc1 | 0 | 22 | -4 | -0.8 | -10 | -1.4 | -8 | -9 | 0 | 3
CC(=O)Oc1cccc(C(=O)Nc2ccccc2NC(=O)c2cccc(OC(C)=O)c2)c1 | 5 | 15 | -1 | -0.3 | 0 | -0.7 | -2 | -4 | -1 | -9
Cc1c[n+](CC(=O)c2ccccc2)c(C)cn1 | -5 | -1 | -2 | 0.2 | 2 | 1.6 | 13 | -3 | 3 | 6
CC(C)(CN1CCC(Cc2ccccc2)CC1)NS(=O)(=O)c1ccccc1 | 1 | -4 | -3 | 0.3 | -7 | -1.3 | 6 | -1 | -2 | 3
CS(=O)(=O)c1cccc(S(=O)(=O)N2CCN(c3ccccn3)CC2)c1 | -3 | 14 | 0 | 0.3 | 2 | -2.8 | -6 | -20 | 1 | -11
FC(F)(F)c1cccc(-n2cc(-c3ccccc3)[nH]c2=S)c1 | 1 | -20 | 2 | -0.4 | 1 | -1.9 | -4 | -3 | 2 | -3
Cc1ccc(NC(=O)Cn2cccc2)cc1C | 0 | 2 | 3 | -3.1 | 1 | 1.4 | 5 | · | -1 | 3
CCOCCCn1c(-c2ccc(Cl)cc2)n[nH]c1=S | 1 | 21 | 0 | 1.2 | -6 | -0.8 | 0 | -1 | 1 | -12
O=C(NCCCN1CCCC1)Nc1ccccc1[N+](=O)[O-] | -2 | 3 | 1 | -0.4 | -2 | 0.4 | 2 | -4 | -1 | -5
COc1ccc(-c2nn(-c3ccccc3)cc2C(=O)NC2CCCCC2C)cc1 (centres undefined) | -5 | -60 | 1 | -1.9 | -21 | 0.4 | -8 | 1 | 3 | -5
COc1cc(OC)c2c(C)cc(=O)oc2c1C(CCN1CCN(c2ccccc2)CC1)c1ccc2c(c1)OCO2 (centres undefined) | -2 | -9 | 1 | -0.5 | -3 | 1.6 | 12 | -3 | 1 | -8
CCCC(c1nnnn1Cc1ccc(OC)cc1)N1CCN(c2ccccc2OC)CC1 (centres undefined) | 11 | -45 | -3 | -0.1 | -6 | 0.9 | -4 | -2 | 3 | -1
COc1ccc(NC(=O)Cc2nc3ccccc3[nH]2)cc1 | -38 | -10 | -2 | -2.0 | 1 | -0.3 | 1 | -2 | -4 | 6
Cc1nc2ccccc2c2c1C(=O)N(Cc1cccnc1)C2=O | -1 | -7 | 0 | -2.9 | 5 | 3.7 | 0 | -2 | -2 | -3
COc1ccccc1CNC(=O)COC(=O)c1cccs1 | -6 | -3 | 3 | -0.5 | -5 | 1.0 | 1 | 11 | 1 | -7
O=C(COC(=O)/C=C/c1ccc(OC(F)F)cc1)NC(=O)NCc1ccccc1 | -1 | 13 | -1 | -0.4 | 1 | 0.8 | -2 | · | -5 | 8
CCN(CC)CCNC(=O)c1ccc(Sc2ccc(C)cc2)c(NC(C)=O)c1 | -3 | 21 | -1 | -1.6 | 18* | -0.8 | -1 | -1 | -4 | -3
Cc1cccc(N2C(=O)N3[C@@H]4c5ccccc5OC[C@@H]4[C@@H](c4ccccc4)[C@]3(C)C2=O)c1 | 14 | 0 | -4 | 0.7 | -26 | -3.5 | -2 | -5 | -4 | -8
COC1OC(CO)C(N=C(C)C)C1O (centres undefined) | -7 | 11 | -2 | -1.1 | -4 | -0.7 | 1 | -4 | -5 | -3
O=c1cc(-c2ccccc2)cc(-c2ccccc2)n1CCCO | 2 | -9 | -2 | -0.7 | -7 | -0.7 | 0 | 2 | -4 | -5
CCCc1cc(C(=O)Nc2ccc(C(C)=O)cc2)no1 | -7 | -7 | 0 | -1.1 | -3 | 0.6 | 3 | -2 | -2 | 3
CCn1cnc2c1c(=O)n(Cc1nnc3n1-c1ccccc1SC3)c(=O)n2Cc1ccccc1 | 5 | -1 | 3 | · | 10 | -1.6 | 1 | 0 | 3 | 5
COc1ccc(O)c(CN2CCC(n3nccc3NC(=O)c3ccccc3Cl)CC2)c1 | -2 | -2 | 5 | -5.8 | -2 | 1.9 | 2 | · | 0 | -2
CCOC(=O)C(Cc1ccccc1)NC(=O)CCc1nnc2ccc(N3CCOCC3)nn12 (centres undefined) | 2 | -14 | 0 | -1.5 | 1 | -0.3 | -3 | -1 | -2 | 1
[O-][n+]1ccc(C2CC2)cc1 | -2 | 27 | 0 | -1.7 | -28 | 0.7 | 9 | -2 | -2 | 3
CSc1nc(C)cc(SC(C(C)=O)C(=O)Nc2ccccc2)n1 (centres undefined) | 17 | 29 | -1 | -0.7 | -21 | 1.8 | -2 | 0 | -6 | 0
O=C(c1cccc(Oc2c(Cl)cccc2[N+](=O)[O-])c1)N1CCOCC1 | 0 | -10 | 0 | 35 | 10 | -1.4 | -6 | -9 | 0 | -1
CCCC[C@@H]1C=C(C(=O)O)[C@H](c2ccc(C)cc2)N1S(=O)(=O)c1ccc(C)cc1 | -1 | -7 | 1 | -0.2 | 3 | -1.0 | -10 | -6 | 3 | -1
CCc1noc(C)c1C(=O)N(CC)c1nc2c(C)cccc2s1 | 3 | 10 | -5 | -0.3 | -2 | 1.4 | -1 | -4 | -2 | -1
COc1ccc(NC(=O)CSc2nc(SC)ns2)c(OC)c1 | 13 | -47 | -4 | -2.8 | -6 | -1.6 | -7 | -8 | 0 | -9
CCCCNc1nnc(Cc2ccc(Cl)cc2)c(=O)[nH]1 | 7 | 19 | 1 | -0.4 | -8 | 0.4 | 2 | 9 | -8 | -5
O=C(Nc1ncc(Cc2cccc(C(F)(F)F)c2)s1)C1CCCO1 (centres undefined) | -13 | · | -7 | -1.8 | -7 | -0.2 | 2 | -4 | -3 | 5
CCCCc1ccc(NC(=O)Nc2cnccn2)cc1 | 0 | · | 1 | -2.8 | -9 | -0.6 | 0 | -2 | -6 | -3
CC(O)C(NS(=O)(=O)c1ccc(Cl)cc1)C(=O)OCC(=O)c1ccc2c(c1)NC(=O)CO2 (centres undefined) | -4 | 19 | 0 | -0.5 | 0 | -0.9 | -3 | 16 | 0 | 15
CC1CCN(S(=O)(=O)c2ccc(C(=O)NNC(=O)C3CC3)cc2)CC1 | 4 | -1 | -2 | -2.1 | 5 | 0.0 | 7 | 1 | 2 | 2
CC(C)(CC(=O)O)CC(=O)Nc1ccccc1Oc1ccccc1 | -25 | -6 | -1 | -0.3 | -5 | 0.1 | 7 | -7 | 0 | 0
O=C(NCCCN1CCCC1=O)c1cc(-c2cccnc2)nc2ccc(Cl)cc12 | -18 | -16 | 0 | -0.6 | -6 | 0.1 | -2 | -3 | -3 | -7
CSc1nsc2nc(=O)c(/C=C3\C=Nc4ccccc43)c(N)n12 | 2 | -6 | 8 | -4.8 | 3 | 24 | 2 | -4 | 14* | -8
O=C(CN(Cc1ccco1)C(=O)CNS(=O)(=O)c1ccccc1)NCc1ccc(F)cc1 | -4 | 1 | 2 | -1.1 | -5 | 0.1 | -1 | -5 | 0 | 1
Cc1cc(Cl)cc(Cl)c1OCCOc1cccc2cccnc12 | 5 | -55 | -17 | -0.7 | -6 | -2.4 | -6 | -5 | -8 | -5
Cc1ccc(Nc2nc(N)nc(-c3oc4ccccc4c3C)n2)cc1 | -5 | -13 | 2 | 1.1 | -12 | 1.8 | 3 | 3 | 0 | -15
CCOc1ccc(NC(=O)C2CCCN(c3nn4c(=O)cc(C)nc4s3)C2)cc1 (centres undefined) | -11 | -40 | 4 | -0.9 | 0 | -1.7 | 0 | 2 | -3 | -2
CC[C@]12c3[nH]c4ccc(Cl)cc4c3CCN1C(=O)[C@@H](CC(=O)NCCCOC)C[C@@H]2C(=O)N1CCN(C(=O)c2ccco2)CC1 | -11 | 12 | 0 | -1.7 | -6 | 0.6 | -1 | -7 | 1 | 3
Cn1c(=O)n(CCOc2ccccc2Cl)c2ccccc21 | -8 | 22 | -3 | -1.1 | -2 | -1.6 | -5 | -3 | -4 | -7
CCOC(=O)C1=C(C)N(C)C(=O)NC1c1ccccc1OC (centres undefined) | -9 | -9 | -2 | 0.1 | 2 | 0.3 | 3 | -2 | 1 | -7
COc1ccccc1N(CC(=O)NC(C)(C)C)C(=O)Cn1nnc(-c2ccc(C)o2)n1 | 5 | -40 | -1 | · | -4 | -0.2 | 2 | -5 | -1 | 1
COc1cc(OC)c2c(-c3cccc(-c4cccc(C)c4)c3)cc(=O)oc2c1 | -6 | -59 | -7 | -0.9 | 3 | 0.7 | 4 | -4 | -3 | -4
Cc1sc(NC(=O)C2C3CCC(O3)C2C(=O)O)c(C(=O)OC(C)C)c1-c1ccc(Cl)cc1 (centres undefined) | -1 | -9 | 6 | -1.7 | -2 | -0.9 | -4 | -3 | 4 | -2
COc1ccccc1CNCC(=O)NCc1ccc(C)cc1 | -13 | 7 | 1 | -0.2 | -6 | 0.7 | 2 | · | 2 | -7

(list continues)
Structure | Rtt109 HAT inh | SR-BI uptake up | DAGLB inh | CAL PDZ FP-1 | Cardiac RTF inh | LANA DNA inh | cardiac RTF act | CAL PDZ FP-2 | Keap1-Nrf2 PPI | PKA-R2B activ
COc1ccccc1NC(=O)c1c(C)nn(-c2ccccc2)c1Cl | -3 | -55 | -20 | -2.9 | -4 | 0.2 | -10 | -3 | 1 | 6
CCOCCCN(C)C1CCN(C(=O)c2oc3ccccc3c2NC(=O)Cc2cccc([N+](=O)[O-])c2)CC1 | 18 | 10 | 0 | -0.7 | 3 | -0.2 | -7 | 4 | -1 | -3
CCC(C)N(C(=O)CSc1nc(-c2ccccc2)cs1)C1CCS(=O)(=O)C1 (centres undefined) | 4 | -11 | 2 | -1.0 | -10 | -0.4 | 1 | 1 | -6 | 1
CCN(CC(=O)NCc1cccs1)C(=O)CCOc1ccccc1 | -16 | 30 | 2 | -0.1 | -7 | 1.6 | -2 | 0 | -2 | -8

Ordered by heavy-atom count (lowest first): 3 of the compounds above.
Structure | Rtt109 HAT inh | SR-BI uptake up | DAGLB inh | CAL PDZ FP-1 | Cardiac RTF inh | LANA DNA inh | cardiac RTF act | CAL PDZ FP-2 | Keap1-Nrf2 PPI | PKA-R2B activ
COc1ccccc1CNCC(=O)NCc1ccc(C)cc1 | -13 | 7 | 1 | -0.2 | -6 | 0.7 | 2 | · | 2 | -7
CCN(CC(=O)NCc1cccs1)C(=O)CCOc1ccccc1 | -16 | 30 | 2 | -0.1 | -7 | 1.6 | -2 | 0 | -2 | -8
CCC(C)N(C(=O)CSc1nc(-c2ccccc2)cs1)C1CCS(=O)(=O)C1 (centres undefined) | 4 | -11 | 2 | -1.0 | -10 | -0.4 | 1 | 1 | -6 | 1
